Rad51 HR inh: blocks human Rad51 in homologous recombination; inhibition, % at 10 µM; Q06609; hRad51 DNA strand exchange, fluorescence dequenching; AID 1385; 0.085% of 200,000 active;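 active = inhibition above 40% at the single screening dose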;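 note: 0% = DMSO control wells and 100% = blanks with heterologous ssDNA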
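Test system: preformed human Rad51 ssDNA filaments; also added: Donor/quencher-labelled 47-bp dsDNA substrate; doses: 10 µM final, single point; times: 37 °C 15-min filament assembly, 30-min compound preincubation, 15-min exchange; detection: FRET fluorescence dequenching, excitation 485 nm, emission 520 nm; read-out basis: Fluorescence-based percent inhibition, control- and blank-normalised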
FXIIa inh 1536: factor XIIa (human) inhibition; P00748; 0.3% of 220,000 active; inhibition, % at 5 µM; purified FXIIa, Boc-QGR-AMC fluorogenic substrate, 2 h; AID 800; in the data active = inhibition above about 40%;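 note: 0% = enzyme with no compound and 100% = blank without enzyme; many of its hits are not listed in these tables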
eIF4E-4G inh: blocks eIF4E binding to eIF4G; TR-FRET eIF4E-eIF4GI(517-606) binding, 2 h; inhibition, % at 21.7 µM; P63073+Q04637; 0.37% of 220,000 active; AID 782;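 active = inhibition above about 30%, limit read from the data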;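 note: 0% = full FRET control wells and 100% = background wells lacking eIF4GI fragment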
p97 ATPase inh: human p97 ATPase inhibition; recombinant p97 ATPase, Kinase-Glo ATP luminescence, 3 h; P55072; 0.42% of 220,000 active; inhibition, % at 8 µM; in the data active = inhibition above about 15%;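 note: 0% = DMSO vehicle and 100% = wells lacking enzyme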
Mdm2 ligase inh: blocks human Mdm2 ubiquitin ligase activity | 0.11% of 210,000 active | Q00987 | signal enhancement, % at 5 µM | cell-based MDM2 ubiquitination luciferase reporter, 2 h; 0 = plate control, 100 = twice control, blank-subtracted | AID 1230;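 active = signal enhancement of 30% or more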;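 note: luminescence tracks abundance of the self-degrading MDM2-luciferase fusion protein; higher signal means inhibition of MDM2 E3 ligase activity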
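Assay system: stable mammalian line carrying autodegrading MDM2–luciferase fusion reporter; Input: 2000 cells in each well; Compound dosing: single-point 5 µM; Schedule: 2 h compound exposure at 37 °C; Signal: SteadyLite luciferase luminescence after 15 min room-temperature reagent incubation; Evaluation: % luminescence enhancement versus blank-corrected plate control mean; Benchmarks: plate controls and plate blanks.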
hK5 inh: kallikrein 5 (human) inhibition; Q9Y337; recombinant hK5, fluorogenic AMC substrate cleavage; inhibition, % at 5 µM; 0.59% of 210,000 active;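 active = inhibition of 40% or more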;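 note: 0% = enzyme controls without compound and 100% = no-enzyme blanks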
Wee1 degr inh: inhibitors of human Wee1 degradation; 1.2% of 220,000 active; HeLa Luc-Wee1K328M stability, luciferase luminescence; 100% = proteasome inhibitor MG132 effect; reporter increase, % at 5 µM;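 active = activation above the mean of all tested compounds plus 3 SD, set per screening run, cut at about 8.8% in these data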;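 note: cells exposed to compound for 20 h before luminescence read; 0% = DMSO alone and 100% = MG132 at 30 µM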
14-3-3 Bad inh: disrupts binding of bovine 14-3-3 zeta to phospho-Bad peptide; TR-FRET 14-3-3zeta/Dy647-pBad peptide displacement, 1 h; inhibition, % at 21.7 µM; 0.71% of 220,000 active; AID 781;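 active = inhibition above about 70%, limit read from the data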;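 note: 0% = full 14-3-3 plus peptide FRET controls and 100% = background without 14-3-3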
FXIa inh 1536: inhibitors of human coagulation factor XIa | AID 798 | purified FXIa, Boc-Glu-Ala-Arg-AMC fluorogenic substrate | P03951 | inhibition, % at 5 µM | 0.14% of 220,000 active;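 active = inhibition of at least 40%; inactive = inhibition below 40%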;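 note: fluorescence of freed AMC excited at 355 nm; 0% = enzyme without compound and 100% = no enzyme blank; many of its hits are not listed in these tables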
An asterisk follows results filed as active; x = not tested or not shown; [ ] = another dose, or the depositor's remark.

SMILES	Rad51 HR inh	FXIIa inh 1536	eIF4E-4G inh	p97 ATPase inh	Mdm2 ligase inh	hK5 inh	Wee1 degr inh	14-3-3 Bad inh	FXIa inh 1536
Cc1ccc(S(=O)(=O)N(CC(=O)N2CCOCC2)CC(=O)N2CCOCC2)cc1	3	2	-4	6	2	-12	2	5	-4
CCCN(CC1CC1)C(=O)COC(=O)c1ccc2c(c1)C(=O)N(c1ccc(OCC)cc1)C2=O	29	7	5	-1	5	-3	0	-8	-2
Fc1cccc(Nc2nc(-c3ccncc3)nc3ccccc23)c1	-2	9	-4	4	0	-6	0	19	4
N#Cc1ccccc1NC(=O)CSc1ccc([N+](=O)[O-])cn1	2	x	2	0	-1	-3	-1	-5	-4
COc1ccccc1C(=O)NCC(=O)OCc1csc(-c2ccccc2)n1	-1	12	-2[fluorescence artefact?]	1	-9	-7	3	-3	2
CCN(CC)C(=O)NC(c1ccc(C)c(F)c1)C(Cl)(Cl)Cl (configuration not stated)	-1	15	-5	-5	-10	-13	5	-1[fluorescence artefact?]	7
O=C(NCC1CCCO1)Nc1cc(Cl)cc(Cl)c1 (configuration not stated)	-1	x	3	-2	-90	16	2	-2	40
Brc1ccc(-c2ncc3ccccn23)cc1	x	10	-8	8	x	0	-4	15	1
COCCn1c(C)cc(C(=O)COc2nc3ccccc3nc2C)c1C	6	3	-2	7	-9	-14	0	-16	-1
Cc1cc(N/N=C(/CCC(=O)O)C(=O)O)nc2ccccc12	6	13	-2	-1	5	-86	0	-11	4
CC(C)CCOP(=O)(c1ccccc1)c1ccccc1	3	0	1	-7	1	-24	-1	-10	-4
CC(C)(C)c1nc(SCC(=O)N2CC(=O)Nc3ccccc32)c2ccccc2n1	5	7	-5	4	-4	0	-5	-3	-3
C=CCN1C=C2C(=O)C(C)(OC(=O)CCC(=O)OC)C(=O)C(Br)=C2C=C1c1ccc(OC)cc1 (configuration not stated)	-10	8	-1	x	14	3	x	-6	5
CCCCC(=O)Nc1ccccc1C(=O)N1CCOCC1	-6	10	5[fluorescence artefact?]	3	-7	-7	-2	-3[fluorescence artefact?]	3
CCOC(=O)c1cnc2sccn2c1=O	-4	16	-10	0	-7	-18	0	20[fluorescence artefact?]	4
Cc1ccc2c(Cl)c(C(=O)N/N=C/c3cccn3C)sc2c1	-2	7	5[fluorescence artefact?]	0	-18	-5	-3	-4[fluorescence artefact?]	-3
Fc1ccccc1-c1nc(NCc2ccccc2)c2ccccc2n1	5	8	10	30*	-11	5	-1	4	0
Cc1cccc(OCC(=O)N/N=C\c2cccn2C)c1C	x	7	-2	0	3	22	-2	-3	1
COCc1cc(C(C)=O)ccc1OCC(=O)Nc1ccc(NC(C)=O)cc1	x	0	0	6	-8	-2	-1	2	-3
Cc1ccc[n+](/C(=C\C(=C=[N-])C#N)C(=O)c2ccc(Cl)cc2)c1	26	7	-6	3	-14	2	2	-13	0
COc1cccc(NC(=S)N2CCC(N(C)CC3CCCO3)CC2)c1 (configuration not stated)	3	7	-2	5	-2	-21	0	-14	1
COc1c(C)cc(Br)cc1C(=O)Nc1ccc(S(N)(=O)=O)cc1	-4	14	-3	3	-7	x	-2	-13	2
COC(=O)c1ccccc1NC(=O)N1c2ccccc2Sc2ccccc21	0	11	1	-1	-11	-2	-1	-3	-2
COC(=O)NC1CCC(CC2CCC(NC(=O)OC)CC2)CC1 (configuration not stated)	-4	8	-6[fluorescence artefact?]	-6	-4	7	-1	9[fluorescence artefact?]	-7
CC1(C)CC(=O)C/C(=N\NC(=O)c2cccs2)C1	4	14	-22	-7	-10	-10	2	3	4
CNC(=O)CSc1nnnn1-c1ccc(C)cc1C	-1	1	-7	-1	4	-11	-3	-7	-7
COC(=O)C1=C(C)N(C)C(=O)NC1c1ccc(O)c(OC)c1 (configuration not stated)	2	1	-5	-1	-3	-1	-2	-6	-9
O=C1CS/C(=N\NC(=O)c2ccccc2)N1	11	0	-5	-6	-5	5	-4	-2	-7
Cc1occc1C(=O)NNC(=O)C1CCCC1	2	8	0	-4	-15	7	-2	4	3
Cc1cc(C)c(NC(=O)CN2CCOCCOCCOCCOCC2)c(C)c1	6	4	-2[fluorescence artefact?]	0	x	-14	-1	-4[fluorescence artefact?]	-4
Cc1csc(NC(=O)c2ccc(N3CCCC3=O)cc2)n1	23	9	-6	-10	-80	-1	-1	-7	-2
C/C(=N\NC(=O)c1ccn(C)n1)c1cccc(NC(=O)c2ccncc2)c1	-24	5	4[fluorescence artefact?]	1	-13	-12	1	7	-4
CC(=O)NC1(NC(C)=O)CCN(C)CC1	13	4	4	0	1	-3	-1	0	-4
COC(=O)c1ccc(CO/N=C2\CCCc3nonc32)cc1	x	13	10	1	-20	x	0	-5	2
CCC(C)(C)n1nnnc1C(C(C)C)N(CCCO)Cc1cc2cc(C)ccc2[nH]c1=O (configuration not stated)	3	14	-2	1	1	-5	-2	-4	-5
CC1CCN(C(=O)N[C@@H](Cc2ccccc2)C(=O)O)CC1	4	15	0	0	-7	-18	4	-1	6
N#Cc1ccc(OCC(=O)OCC(=O)Nc2cc(C(F)(F)F)ccc2N2CCOCC2)cc1	-2	7	-2	2	-6	-8	-3	2	-1
Cc1ccc(S(=O)(=O)NCCNC(=O)c2cc(OCC(F)(F)F)ccc2OCC(F)(F)F)cc1	-6	12	-7[fluorescence artefact?]	-9	-20	-10	-2	-3[fluorescence artefact?]	2
COc1ccc(/C=C/C(=O)NC(=S)NNC(=O)c2cnccn2)cc1	22	7	1	-2	-1	-22	-1	-8	1
Fc1ccc(N/N=C/c2ccncc2)c(F)c1	-6	3	3	-6	-5	3	1	-2	1
N#Cc1ccccc1CSc1ccccn1	-1	-7	3	3	13	5	-3	-1	2
CC(=O)CSc1cc(-c2ccccc2)nc2ncnn12	3	11	4	6	-11	6	-1	7	5
CCOC(=O)CNS(=O)(=O)c1ccc2c3c(cccc13)C(=O)N2CC	-8	-2	1	5	-2	-7	2	0	-5
COc1ccc(Oc2nc(-c3ccccc3)ncc2C(=O)O)cc1	-3	7	-2	-4	-22	-1	-2	0	13
COC(=O)c1ccccc1NC(=O)CCCn1nc([N+](=O)[O-])cc1C	4	8	0	0	1	-2	2	-8	2
CCOC(=O)/C(C#N)=C\c1cccnc1	3	4	-1	7	-9	-4	1	-9	-1
CCOC(=O)c1sc(NC(=O)c2ccc(OC(C)=O)cc2)nc1C	0	6	1	-12	-12	0	-2	-1	-5
CCC(=O)c1cn(CC(=O)NCc2cccnc2)c2ccccc12	-3	18	-1	6	-4	-9	-1	4	2

3 entries already listed, ordered by the value under FXIIa inh 1536, lowest first.
| SMILES | FXIIa inh 1536 | eIF4E-4G inh | p97 ATPase inh | Mdm2 ligase inh | hK5 inh | Wee1 degr inh | 14-3-3 Bad inh | FXIa inh 1536 |
| --- | --- | --- | --- | --- | --- | --- | --- | --- |
| Cc1cccc(OCC(=O)N/N=C\c2cccn2C)c1C | 7 | -2 | 0 | 3 | 22 | -2 | -3 | 1 |
| C=CCN1C=C2C(=O)C(C)(OC(=O)CCC(=O)OC)C(=O)C(Br)=C2C=C1c1ccc(OC)cc1 (configuration not stated) | 8 | -1 | x | 14 | 3 | x | -6 | 5 |
| CC1CCN(C(=O)N[C@@H](Cc2ccccc2)C(=O)O)CC1 | 15 | 0 | 0 | -7 | -18 | 4 | -1 | 6 |

Remaining list, next part:
SMILES	Rad51 HR inh	FXIIa inh 1536	eIF4E-4G inh	p97 ATPase inh	Mdm2 ligase inh	hK5 inh	Wee1 degr inh	14-3-3 Bad inh	FXIa inh 1536
COC(=O)c1ccc(C(=O)OC)c(NC(=S)N2CCC(N3CCCCC3)CC2)c1	1	4	-3	3	-5	-1	1	-7	-4
CCCCNC(=O)/C=C/c1ccc(OC)c(Br)c1	-2	8	1	0	-7	0	-2	4	-7
Cc1nc(C(=O)N2CCCC(C(=O)c3ccc(Cl)cc3)C2)cs1 (configuration not stated)	-1	11	-5	2	2	2	5	2	1
CCOC(=O)c1c(NC(=O)c2ccccc2C)sc2c1CC(C)(C)OC2	10	5	-2	-1	-9	11	-1	41	-3
Cc1ccc2nc(-c3ccc(NC(=O)C(C)N4C(=O)c5ccccc5C4=O)cc3)sc2c1 (configuration not stated)	-8	10	-3	-3	1	-26	3	-6	7
CCOC(=O)CNC(=O)C1c2cc(OC)c(OC)cc2C(=O)N(C)C1c1ccccc1F (configuration not stated)	-4	14	3	-2	-3	7	-2	-9	-1
Cc1cc(C)n(CC(=O)c2cccc(N)c2)n1	14	-4	-4	1	-23	-18	-3	-7	-4
COCCCNC(=O)C(F)(F)C(F)(F)C(=O)NCCCOC	-6	27	-1	2	-10	122*	0	-7	19
O=C(Nn1c(SCc2ccccc2F)nc2ccsc2c1=O)c1ccccc1	-1	-2	-31	-8	-19	-6	0	2[fluorescence artefact?]	-8
COc1ccc(C2=NOC(C(=O)NCc3ccccc3)C2)cc1 (configuration not stated)	x	16	0	3	7	-14	4	3	-2
CO/N=C\Cc1oc(=O)c(NC(=O)c2ccccc2)cc1C(=O)OC	0	11	x	-1	-6	-2	1	x	0
C=CCN=C(NC#N)SCC(=O)NCc1ccccc1	-3	7	3	4	2	-1	0	-2	5
COc1ccc(C2C(C(N)=O)=C(C)Nc3nc(-c4cccc(Cl)c4)nn32)cc1OC (configuration not stated)	5	10	1	0	-8	-23	1	13	4
C=CCn1c(COc2ccc(Cl)cc2)nnc1SCc1ccc(C#N)cc1	-15	19	2	-6	-30	-2	-2	-1	6
O=C(CSc1nnc(NC(=O)C2CC2)s1)Nc1ccc(F)cc1	-3	-1	1	1	-4	5	-1	6	1
CCCn1c(NC(=O)c2cccc(S(=O)(=O)N3CCCC3)c2)nc2ccccc21	-2	9	1[fluorescence artefact?]	4	-2	-214	-2	-12	1
O=C(CSc1nc2ccncc2[nH]1)Nc1ccccc1C(F)(F)F	-6	1	-3	5	-4	0	0	-4[fluorescence artefact?]	-1
CCCCNc1ccc(C(CC(N)=O)NC(=O)Cc2ccc(Br)cc2)cc1[N+](=O)[O-] (configuration not stated)	-4	5	4	x	-6	2	x	3	0
COc1ccc([C@H]2C=C(C(=O)O)O[C@@H](OCCCCO)C2)cc1	0	4	1	x	-2	-1	x	-3	-1
Cc1ccc(S(=O)(=O)N(CC(=O)N/N=C/c2cccc(Cl)c2)c2cccc3cccnc23)cc1	x	12	-12[fluorescence artefact?]	2	-11	-25	-1	1[fluorescence artefact?]	3
CN(C)c1ccc(-c2nn3c(-c4ccc(Cl)cc4)nnc3s2)cc1	0	-1	-2	-1	-1	-91	-2	11	5
Cc1cccc(C(=O)Nc2onc(C)c2C#N)c1	-7	5	1	2	-63	-6	0	13	0
Cn1c(=O)n(C)c2cc(NC(=O)C(F)(F)F)ccc21	x	8	-2	3	x	4	1	-2[fluorescence artefact?]	5
Cc1ccc(NC(=S)N2CCC(N(C)CC3CCCO3)CC2)cc1C (configuration not stated)	1	8	5	5	12	2	3	-10	-1

Screening results deposited in PubChem by several laboratories.
